Screens: PubChem, National Center for Advancing Translational Sciences (NCATS)
Vif-APOBEC3G blk = qHTS for Inhibitors of Vif-A3G Interactions: qHTS; HeLa A3G-eYFP + Vif (tagged APOBEC3G with the HIV-1 protein that degrades it), YFP fluorescence, overnight; Potency, µM (titrated, usually from 46.1 µM), for inactives: at the highest dose activity, negative = active, hits mostly inhibitors; 410,000 tested, 0.076% active;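 note: potency is the fitted concentration of half-maximal effect; % is set by controls: 0 for no effect and ±100 for the full control effect; nearly all actives have a fitted effect of over 60% in size; hits raise eYFP signal because A3G escapes Vif-driven loss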
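HeLa cells stably expressing Vif and C-terminally eYFP-tagged A3G, seeded overnight at 37 deg C, then exposed to compound by pintool overnight at 37 deg C. Rise in yellow fluorescence (Ex 488/Em 500-530, Acumen) marks blocked Vif-driven A3G degradation.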
RXFP1 ag = qHTS Assay for Agonists of the Relaxin Receptor RXFP1. Relaxin receptor 1 (Homo sapiens), Q9HBX9. HEK293T-RXFP1 cAMP TR-FRET, 30 min; response scale: percent of porcine relaxin response, buffer zero. Potency, µM (top dose mostly 57.5 µM), without a hit: top-dose activation, actives largely listed as activators. 370,000 tested, 0.3% active. AID 2676, 2010; note: potency is the fitted concentration of half-maximal effect; % is set by controls: 0 for no effect and ±100 for the full control effect; nearly all actives have a fitted effect of over 60% in size; many of its hits are not listed in these tables
Target sequence (Q9HBX9 whole entry, looked up): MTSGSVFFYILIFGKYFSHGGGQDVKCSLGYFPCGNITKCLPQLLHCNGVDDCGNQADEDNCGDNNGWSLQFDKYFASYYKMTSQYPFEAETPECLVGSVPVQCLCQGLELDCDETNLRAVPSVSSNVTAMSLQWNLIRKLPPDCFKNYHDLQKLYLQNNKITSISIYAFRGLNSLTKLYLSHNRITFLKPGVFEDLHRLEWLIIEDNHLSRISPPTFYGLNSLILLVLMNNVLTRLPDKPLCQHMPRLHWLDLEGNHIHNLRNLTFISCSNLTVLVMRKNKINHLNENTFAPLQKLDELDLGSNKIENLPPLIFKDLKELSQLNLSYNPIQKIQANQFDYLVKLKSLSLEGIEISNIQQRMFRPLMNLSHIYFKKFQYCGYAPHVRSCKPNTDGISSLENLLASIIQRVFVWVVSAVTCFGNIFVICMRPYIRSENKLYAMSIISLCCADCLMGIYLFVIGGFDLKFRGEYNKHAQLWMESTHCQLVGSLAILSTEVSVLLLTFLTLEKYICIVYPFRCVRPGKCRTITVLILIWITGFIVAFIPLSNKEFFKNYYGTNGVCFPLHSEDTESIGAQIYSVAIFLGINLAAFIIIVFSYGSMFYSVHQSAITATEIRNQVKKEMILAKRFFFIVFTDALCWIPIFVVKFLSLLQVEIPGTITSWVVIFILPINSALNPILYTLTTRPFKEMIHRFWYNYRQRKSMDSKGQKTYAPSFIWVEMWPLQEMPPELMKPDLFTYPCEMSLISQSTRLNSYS
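cAMP rise read by TR-FRET after 30 min, 37C compound exposure (up to 58 uM) in RXFP1-transfected HEK293 cells with Ro 20174 present. EC50 from Hill-equation fits, with 29 nM porcine relaxin as 100% and buffer as basal.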
Glioma ERSR ind = qHTS for Inducers of the Endoplasmic Reticulum Stress Response (ERSR) in Human Glioma: qHTS. Potency, µM, inactives show top-dose activation, hits mostly activators. U87-MG GRP78 promoter luciferase reporter, 16 h. 420,000 tested, 0.02% active; note: potency is the fitted concentration of half-maximal effect; series mostly up to about 76 µM; % of control where 0% means no effect; nearly all actives have a fitted effect of over 35% in size
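Stably transfected U87-MG glioma cells carrying a GRP78-based luciferase sensor; 16 h compound incubation. Luminescence end-point read 10 min after Bright-Glo addition at room temperature.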
D2 PAM = HTS Assay for Positive Allosteric Modulators of the Human D2 Dopamine Receptor: Primary Screen for Potentiators. D(2) dopamine receptor (Homo sapiens), P14416. HEK293 T-REx D2, calcium flux, EC20 dopamine potentiation. potentiation, % at 10 µM. 340,000 tested, 0.34% active;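 active = potentiation over 3 SD above the plate norm, cut at about 30% in these data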; note: 0% is about no effect
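Tetracycline-induced HEK293 T-REx cells force-coupled to calcium signalling expressed D2; compounds were pin-added after a 10 s baseline, read kinetically 180 s, then an EC20 dopamine challenge followed with a further 180 s calcium read.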
Vif-A3F inh = qHTS for Inhibitors of Vif-A3F Interactions: qHTS | HeLa A3F-eYFP + Vif (tagged APOBEC3F with the HIV-1 protein that degrades it), YFP fluorescence increase | AID 602313, 2012 | 390,000 tested, 0.2% active | Potency, µM (titrated, usually from 46.1 µM), without a hit: top-dose activity, negative = active; note: potency is the fitted concentration of half-maximal effect; % of control where 0% means no effect; nearly all actives have a fitted effect of over 65% in size
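HeLa cells stably expressing Vif plus C-terminally eYFP-tagged A3F were seeded, incubated overnight at 37 deg C, dosed with compound, incubated overnight again at 37 deg C. Yellow fluorescence (Ex 488/Em 500-530) reported blocked Vif-mediated A3F-eYFP degradation.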
RXFP1 antagonist = qHTS Assay for Antagonists of the Relaxin Receptor RXFP1. Relaxin receptor 1 (Homo sapiens), Q9HBX9. HEK293-RXFP1, relaxin-stimulated cAMP HTRF, 30 min; hits give low values. activity change, negative = inhibition, % at 57.5 µM. 350,000 tested, 0.59% active. AID 1259400, 2018;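 active = activity change of -60% or lower, but not beyond a set lower limit; inconclusive = change between -60% and -40%, or beyond the set limit; inactive = change above -40%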; note: % is set by controls: 0 for no effect and ±100 for the full control effect
D1 ag = Allosteric Agonists of the Human D1 Dopamine Receptor: qHTS | D(1A) dopamine receptor (Homo sapiens), P21728 | HEK293 T-REx D1 cells, calcium flux, agonist mode | activation, % at 2 µM | 360,000 tested, 1% active | AID 504660, 2011; in the data active = activation above about 30%; note: 0% is about no effect
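Inducible HEK293 T-REx D1 cells, force-coupled to calcium signalling, were plated at 4000 cells/well with tetracycline and held overnight at 30 C. After no-wash calcium dye loading, compound-evoked calcium rise over 180 s flagged agonists.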
D1 antag = Antagonist of Human D 1 Dopamine Receptor: qHTS | D(1A) dopamine receptor (Homo sapiens), P21728 | HEK293 TREx D1 cells, calcium flux, dopamine EC80; hits give low values | activity change, negative = inhibition, % at 10 µM | 360,000 tested, 3.2% active | AID 504652, 2011; in the data active = activity change below about -30%; note: % is set by controls: 0 for no effect and ±100 for the full control effect
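Compound effects on dopamine-evoked calcium signalling were measured in tetracycline-induced HEK293 Trex D1 cells. Dopamine at EC80 followed a 180 s compound pre-read, and fluorescence was tracked kinetically for 180 s more.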
D1 PAM = Potentiators of Human D1 Dopamine Receptor: qHTS. potentiation, % at 10 µM. 360,000 tested, 0.036% active. HEK293 TREx D1 cells, calcium flux, dopamine EC20 potentiation. D(1A) dopamine receptor (Homo sapiens), P21728. AID 504651, 2011; in the data active = potentiation above about 30%; note: 0% is about no effect
Active calls of the source: *; ? = inconclusive; . = not tested or not shown; & = joins results of further samples. Unless noted, calls come from the whole dose curve; as a rule, active = well fitted curve in the direction sought with a large enough effect; inconclusive = small, poorly fitted or top-dose-only effect, or another doubt; inactive = no such curve, though single readings can be large; an effect the other way counts as inactive or inconclusive. An excerpt. The share of hits here may be higher or lower than overall.

#	molecule	Vif-APOBEC3G blk	RXFP1 ag	Glioma ERSR ind	D2 PAM	Vif-A3F inh	RXFP1 antagonist	D1 ag	D1 antag	D1 PAM
1	COCCN(CC(=O)Nc1cc(Cl)ccc1-n1cncn1)Cc1nc2ccccc2c(=O)[nH]1	-0.6%	3.3%	-1.8%	-4.5	4.6%	5.6	-1.2	1.0	.
2	O=C1N=C(c2ccccc2)S/C1=C\c1cccs1	0.6%	0.3%	1.8%	-11.8	0.0%	3.9	1.5	1.5	-12.2
3	CCOC(=O)Cc1ccc(NC(=O)c2ccc([N+](=O)[O-])cc2)cc1	-0.1%	0.3%	0.1%	.	7.9%	-5.2	5.2	-10.4	-1.9
4	O=C(COc1ccccc1)NCC(=O)N/N=C/c1cccs1	4.0%	?	-1.4%	-2.1	-4.2%	14.7	-0.8	1.9	-2.2
5	Cc1ccc(S(=O)(=O)Nc2cc(C)cc(CCNC=O)c2C)cc1	-2.3%	.	-4.7%	.	4.3%	-7.6	.	.	.
6	O=C1OC(N2C(=O)CC[C@H]2C(=O)Nc2ccc3c(c2)OCO3)c2ccccc21 (some centres not stated)	0.5%	0.2%	1.9%	.	-4.0%	.	1.3	-4.9	-0.2
7	O=C(NC(Cc1ccccc1)C(=O)N1CCN(c2ccc(F)cc2)CC1)c1ccccc1 (configuration not stated)	4.3%	.	1.3%	.	0.8%	14.3	.	.	.
8	COc1cc(OC)cc(C(=O)NC(C(=O)N2CCC2)C(C)C)c1 (configuration not stated)	-0.8%	.	0.7%	.	-5.9%	-14.2	.	.	.
9	CC(C)OP(=O)(OC(C)C)/C(C=O)=N\Nc1ccc([N+](=O)[O-])cc1	-15.0%	2.2%	4.2%	7.8	1.9%	-1.7	0.3	32.6	19.1
10	O=C(/C=C/NNC(=O)c1ccc(Cl)cc1)c1ccccc1	-3.1%	0.3%	0.1%	-5.5	-12.9%	-14.2	0.5	-4.7	-6.9
11	Cc1ccc(-c2ccc(=O)n(CC(=O)Nc3ccc(F)c(Cl)c3)n2)cc1C	0.9%	23.3%	-3.1%	13.4	-0.3%	-6.1	0.8	19.6	0.7
12	N#C/C(=C\c1ccc(N2CCOCC2)o1)C(=O)Nc1ccc(O)cc1	?	-0.8%	4.8%	12.1	?	1.6	41.0*	-23.3	3.0
13	COc1ccc(C2C(C(=O)N3CCC(C(N)=O)CC3)CC(=O)N2c2ccc(OC)cc2)cc1 (configuration not stated)	3.3%	-2.2%	2.0%	.	-1.7%	6.7	0.8	-26.8	-5.5
14	CCOc1cc(C2NC(=O)NC(c3ccccc3)=C2C(=O)c2ccccc2)c(Br)cc1OCC(=O)O (configuration not stated)	-2.0%	?	-5.9%	3.6	-12.9%	-12.1	3.4	-3.0	0.7
15	Cc1nc(SCCC(=O)O)c2cc(-c3ccccc3)sc2n1	2.2%	13.7%	-13.4%	-8.7	-3.2%	2.3	4.3	-2.7	-5.8
16	C[C@@H](C(=O)Nc1cc(C(F)(F)F)ccc1N1CCOCC1)N1C(=O)C2CC=CCC2C1=O (some centres not stated)	2.8%	.	-4.8%	.	-1.1%	-4.9	.	.	.
17	COc1cc2c(-c3ccc4cc[nH]c4c3)c(-c3ccc(C#N)cc3)oc(=O)c2cc1OC	1.6%	6.4%	-2.8%	11.4	5.2%	.	3.2	.	-6.5
18	CCn1c(SCC(=O)NCCc2ccccc2)nc2c([nH]c3ccccc32)c1=O	-14.1%	-0.5%	-4.8%	5.4	1.8%	7.0	3.5	-6.9	1.8
19	O=C(O)CCc1ccc(-c2ccccc2)n1Cc1ccco1	1.2%	-0.3%	-3.9%	-2.2	.	14.2	0.0	0.3	1.4
20	Cc1ccc(Nc2c(-c3ccc(C)cc3)nc3cnccn23)cc1	-5.8%	8.3%	-1.1%	-0.2	-7.5%	.	3.9	12.3	0.0
21	COC(=O)c1cc(C)sc1NC(=S)N1CCN(CCc2ccccc2)CC1	-2.7%	2.0%	-4.2%	11.7	7.6%	-15.2	0.7	3.7	-1.6
22	O=C(NN1c2ccccc2CCc2ccccc21)c1ccccc1Br	1.8%	-2.0%	-3.5%	6.3	-1.2%	-12.5	-0.6	18.1	-3.1
23	CC1(C)CC(NC(=O)COc2cc3oc(=O)c4c(c3cc2Cl)CCC4)CC(C)(C)N1	0.6%	1.4%	-6.6%	.	-12.4%	-7.0	0.1	7.3	1.1
24	COc1ccccc1C(=O)N/C(=C\c1cn(S(=O)(=O)N(C)C)c2ccccc12)C(=O)NCCN1CCOCC1	-0.7%	3.7%	1.7%	11.9	14.8%	5.5	3.6	8.7	-1.8
25	Clc1ccc(-c2cn3ccccc3n2)cc1	-0.3%	-3.4%	-10.5%	6.7	10.2%	-6.7	0.9	-25.1	-1.7

Shown as a hit in D1 ag (from the list above):
| No. | SMILES | RXFP1 ag | Glioma ERSR ind | D2 PAM | RXFP1 antagonist | D1 ag | D1 antag | D1 PAM |
| --- | --- | --- | --- | --- | --- | --- | --- | --- |
| 12 | N#C/C(=C\c1ccc(N2CCOCC2)o1)C(=O)Nc1ccc(O)cc1 | -0.8% | 4.8% | 12.1 | 1.6 | 41.0* | -23.3 | 3.0 |

Further records:
#	molecule	Vif-APOBEC3G blk	RXFP1 ag	Glioma ERSR ind	D2 PAM	Vif-A3F inh	RXFP1 antagonist	D1 ag	D1 antag	D1 PAM
26	O=C(COc1ccccc1Cl)Nc1nnc(S(=O)(=O)N2CCCC2)s1	-7.3%&-3.7%	0.2%&0.5%	-4.3%&0.4%	0.8&0.9	0.0%&2.9%	-22.0	2.0&0.6	1.0&10.6	0.1&-5.0
27	CN(C(=O)c1cc(-c2ccc3c(c2)OCO3)on1)c1ccccc1	-0.3%	-0.6%	-1.4%	.	11.6%	-2.9	3.4	0.9	-2.1
28	C[C@H](NC(=O)CCCOc1ccc(Cl)cc1Cl)c1nnc2ccccn12	-2.6%	1.2%	-6.8%	.	-5.6%	?	2.3	-6.9	-7.0
29	CCn1c(SCC(=O)Nc2ccc(F)cc2F)nc2c(c1=O)SCC2	2.0%	-0.4%	-1.7%	19.1	-1.1%	-2.4	1.2	-10.6	12.1
30	Nc1nonc1-n1nnc(C(=O)N/N=C/c2cccc(Cl)c2)c1CSc1ccccc1	0.6%	-2.5%	-3.7%	0.3	-10.0%	-9.9	3.8	0.5	-6.7
31	CC(=O)NCCSC(=O)c1ccc(F)cc1	0.2%	0.9%	4.4%	-9.7	-5.4%	-2.9	1.2	-2.2	-6.3
32	NC(=O)c1ccc(N=Nc2c(-c3ccccc3)[nH]n(-c3ccccc3)c2=O)cc1	.	2.5%	.	-0.6	.	.	4.5	-1.2	-5.4
33	Cc1nn(Cc2c(F)c(F)c(F)c(F)c2F)c(C)c1NC(=O)c1ccc(COc2ccc(Cl)cc2Cl)o1	-6.2%	0.4%	-3.2%	-1.2	0.5%	-1.8	2.5	3.4	0.8
34	CCO[C@H]1OC(C(=O)N2CCN(Cc3ccc4c(c3)OCO4)CC2)=C[C@@H](c2ccc(C(F)(F)F)cc2)[C@@H]1CCCO	3.6%	0.6%	-3.1%	11.2	2.2%	.	3.9	7.4	-1.6
35	CCc1ccccc1NC(=O)c1cc(-c2cccs2)on1	-8.3%	2.8%	5.1%	-3.1	0.8%	-19.4	1.3	0.6	-1.0
36	NC(=O)CSc1ncnc2c1nnn2Cc1ccc(F)cc1	-6.9%	3.8%	-1.8%	-6.2	1.3%	-4.2	3.1	0.9	-2.9
37	COc1ccc(/C=N\NC(=O)c2ccc([N+](=O)[O-])c(C)c2)cc1COc1ccccc1C(N)=O	-6.7%	0.8%	-5.5%	-11.1	-6.5%	6.3	6.7	-11.8	-2.6
38	CCN1CCCC1CNCC(=O)Nc1ccc(OC(F)(F)F)cc1 (configuration not stated)	0.9%	8.1%	0.0%	-5.4	-4.5%	-3.8	7.2	0.9	-7.2
39	COc1ccc(C2/C(=C(/O)c3ccc(F)cc3)C(=O)C(=O)N2CCCN(C)C)cc1 (configuration not stated)	-0.2%	.	-3.9%	.	-19.2%	-16.3	.	.	.
40	O=C(NCc1ccc(Cl)cc1)NCc1noc2ccccc12	1.5%	-0.9%	2.6%	-9.6	1.4%	-21.9	-0.6	-11.7	-6.8
41	CC(C)Sc1nc2ccccc2n1CC(=O)O	1.9%	2.1%	-8.2%	-2.1	-2.6%	-15.2	1.6	-7.0	4.7
42	CCCC(=O)N(c1ccc(OCC)cc1)S(=O)(=O)c1ccc2c3c(cccc13)C(=O)N2C	0.2%	4.1%	-5.3%	8.8	6.3%	-1.9	0.8	8.8	-3.8
43	O=C(CN1CCCc2ccccc21)N/N=C/c1c(O)ccc2ccccc12	-19.8%	0.3%	-3.0%	-3.5	2.9%	-60.7*	6.0	7.5	2.7
44	O=C(CSCc1ccc(Cl)cc1)Nc1ccccc1O	0.2%	-1.0%	1.2%	4.9	-16.5%	-0.6	5.3	-7.7	-0.2
45	COC(=O)CSc1nc(C)cc(Oc2ccccc2)n1	1.0%	4.4%	-1.4%	-0.1	2.0%	.	0.0	-2.3	-3.2
